High-throughput results from PubChem.
GAA glycogen mod: inhibitors or activators of human alpha-glucosidase glycogen cleavage; actives 0.38% (n = 300,000); recombinant GAA, glycogen substrate, Amplex Red glucose oxidase fluorescence; P10253; Potency, µM (doses to about 76.4 µM), for inactives: at the top dose activity change, negative = inhibition, hits mostly inhibitors; AID 2100;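 also: 0% = full enzyme reaction and -100% = no-enzyme basal signal; the screen sought inhibitors and activators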
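Recombinant enzyme (4 nM final) with compounds titrated up to 77 uM and bovine liver glycogen (30 ug) in citrate pH 5.0, 0.01% Tween-20, 37 C 40 min. Released glucose detected by Amplex Red/glucose oxidase (Ex 573/Em 610); AC50 from Hill fits.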
TR SRC2 fluor cs: counter-screen for TRb-SRC2 inhibitors: fluorescence interference. TRb/SRC2 Texas Red total fluorescence interference. Potency, µM (series often up to 106 µM), for inactives: top-dose fluorescence change, negative = quenching. actives 0.29% (n = 280,000). AID 1479; active = well fitted curve in either direction with a large enough effect; inconclusive = small, poorly fitted or top-dose-only effect
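Human TRβ ligand-binding domain (0.6 uM) and Texas Red SRC2 peptide (20 nM) in Tris buffer with 1 uM T3 and 5% DMSO were incubated with pinned compound for 5 hr at ambient temperature. Total fluorescence was computed as S + 2P (555/632 nm).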
L3MBTL1 block: L3MBTL1 (human) inhibition | Q9Y468 | AlphaScreen L3MBTL1–H3K9me1 peptide binding | Potency, µM (series often up to 57.1 µM), for the others: at the top dose activity, negative = inhibition, hits mostly inhibitors | actives 0.66% (n = 230,000) | AID 485360; also: nearly all actives have a fitted effect of over 60% in size
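L3MBTL1 50 nM + b-AHA-H3(1-15)K9me1 75 nM, 30 min RT; compound added, 30 min RT; streptavidin donor/Ni-chelate acceptor beads 10 ug/mL each final, 30 min RT dark; AlphaScreen read.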
GAA spleen mod: lysosomal alpha-glucosidase (human) modulation; P10253; human spleen homogenate, 4-MU-alpha-glucoside fluorescence; Potency, µM (highest dose often 79.9 µM), for inactives: at the top dose activity change, negative = inhibition, usual class: inhibitors; actives 0.006% (n = 240,000); AID 2112;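 also: 0% = enzyme with vehicle and -100% = no enzyme basal signal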
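Human spleen homogenate (1 ug) incubated with compounds and 1 mM 4-methylumbelliferyl-alpha-D-glucopyranoside in pH 5.0 citrate/phosphate buffer, 37 C, 40 min. Stopped at pH 10; 4-MU fluorescence (Ex 365/Em 440 nm); AC50 by Hill fit.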
TRb-SRC2 inh: TRbeta-SRC2 interaction inhibition; TRbeta-SRC2 peptide binding, fluorescence polarization; receptor liganded with 1 µM T3; AID 1469; Potency, µM (highest dose often 106 µM), for inactives: top-dose activity change, negative = inhibition, hits mostly inhibitors; actives 0.065% (n = 280,000);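 also: plate controls were bound peptide for no effect and peptide without receptor for full effect; nearly all actives have a fitted effect of over 50% in size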
Target sequence (P10828 whole entry, looked up): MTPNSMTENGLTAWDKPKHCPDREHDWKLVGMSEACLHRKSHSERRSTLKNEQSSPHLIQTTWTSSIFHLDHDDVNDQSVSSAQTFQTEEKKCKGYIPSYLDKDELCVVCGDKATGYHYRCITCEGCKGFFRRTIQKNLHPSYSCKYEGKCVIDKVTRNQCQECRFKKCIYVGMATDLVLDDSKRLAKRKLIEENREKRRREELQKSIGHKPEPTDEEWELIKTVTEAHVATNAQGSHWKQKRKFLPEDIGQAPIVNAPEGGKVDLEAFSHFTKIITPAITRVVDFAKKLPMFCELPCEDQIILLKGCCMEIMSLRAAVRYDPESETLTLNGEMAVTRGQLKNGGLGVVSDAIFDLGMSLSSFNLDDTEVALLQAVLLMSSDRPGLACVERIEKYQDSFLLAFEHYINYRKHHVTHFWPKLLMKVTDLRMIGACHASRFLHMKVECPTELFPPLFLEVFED
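TRb LBD 0.6 uM + Texas Red SRC2 peptide 20 nM, 1 uM T3, Tris buffer w/ 5% DMSO; compound pinned, 5 h RT; FP read ex 555/em 632; normalized to unbound and bound controls.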
GAA inh: inhibitors of human lysosomal alpha-glucosidase; P10253; purified human GAA, 4-MU-alpha-glucoside fluorescence; Potency, µM (doses to about 76.9 µM), for the others: at the highest dose activity change, negative = inhibition, hits mostly inhibitors; actives 0.005% (n = 200,000); AID 1466;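 also: plate controls were uninhibited enzyme wells for no effect and no-enzyme background for full effect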
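Enzyme (4 nM final) mixed with compound (up to 77 uM), then 4-MU-alpha-D-pyranoside (400 uM final) added; 20 min at room temperature, pH 5.0. Reaction stopped at pH 10, fluorescence read, AC50 derived by Hill fit.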
RECQ1 helicase: inhibitors of human RECQ1 DNA helicase | Potency, µM (top dose mostly 57.3 µM), without a hit: at the top dose activity, negative = inhibition, most hits filed as inhibitors | AID 2549 | RECQ1 DNA unwinding, red fluorescence kinetic read | actives 0.54% (n = 240,000) | P46063;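 also: plate controls were vehicle for no effect and no enzyme for full effect; nearly all actives have a fitted effect of over 30% in size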
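50 nM RECQ1T1 preincubated 15 min with compound in Tris pH 8.0 buffer with MgCl2, DTT, Tween-20 and 2.5 ug/ml poly(dI-dC); started with 200 nM TAMRA/BHQ-2 forked duplex and 2 mM ATP. Unwinding read as fluorescence (525/598 nm), two reads 2 h apart.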
RGS12 GoLoco inh: inhibitors of human Gai1-RGS12 GoLoco interaction (red fluorophore). P63096. Gai1:RGS12 GoLoco peptide FP, rhodamine, 10 min. Potency, µM (highest dose often 61.6 µM), for the others: at the highest dose activity, negative = inhibition, most hits filed as inhibitors. actives 0.44% (n = 230,000). AID 880; active = well fitted inhibition curve with a large enough effect, not every such curve was filed as active; inactive = no such curve, though single readings can be large or run the other way; also: nearly all actives have a fitted effect of over 30% in size; many of its hits are not listed in these tables
Target sequence (P63096 whole entry, looked up): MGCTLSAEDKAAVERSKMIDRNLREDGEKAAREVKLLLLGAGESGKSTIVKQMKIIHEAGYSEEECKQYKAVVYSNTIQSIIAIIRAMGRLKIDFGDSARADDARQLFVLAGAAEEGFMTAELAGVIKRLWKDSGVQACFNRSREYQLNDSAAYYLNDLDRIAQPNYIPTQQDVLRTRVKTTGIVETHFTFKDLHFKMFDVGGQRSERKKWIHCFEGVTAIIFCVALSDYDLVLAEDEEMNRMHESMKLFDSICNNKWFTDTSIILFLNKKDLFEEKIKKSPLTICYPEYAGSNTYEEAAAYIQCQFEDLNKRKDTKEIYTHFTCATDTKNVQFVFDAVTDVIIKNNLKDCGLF
Active calls of the source: *; i = inactive; ? = inconclusive; . = no result given; & = joins results of further samples; [ ] = remark or other dose. Unless noted, calls follow the shape of the dose curve; as a rule, active = well fitted curve in the direction sought with a large enough effect; inconclusive = small, poorly fitted or top-dose-only effect, or another doubt; inactive = no such curve, though single readings can be large; an effect the other way counts as inactive or inconclusive. Unless noted, % is scaled to controls: 0 for no effect and ±100 for the full control effect; potency is read from the fitted curve at half-maximal effect. Only part of the results is shown (hit frequency here may not be typical).

The opening 3 entries as a preview:
1) O=C1C(N2CCOCC2)=C(n2nnc3ccccc32)C(=O)c2ccccc21
2) Cn1c(SCC(=O)Nc2sccc2C#N)nnc1-c1ccccc1
3) CCc1ccc(NC(=S)N(CCCN2CCOCC2)Cc2ccco2)cc1
compound no.	1	2	3
GAA glycogen mod	-2%	-4%	-10%
TR SRC2 fluor cs	-10%	-3%	0%
L3MBTL1 block	.	.	16%
GAA spleen mod	-6%	-6%	-3%
TRb-SRC2 inh	?	4%	2%
GAA inh	-5%	-14%	5%
RECQ1 helicase	-19%	-5%	-2%
RGS12 GoLoco inh	1%	21%	-1%

The whole of this part, from the first entry:
1) O=C1C(N2CCOCC2)=C(n2nnc3ccccc32)C(=O)c2ccccc21
2) Cn1c(SCC(=O)Nc2sccc2C#N)nnc1-c1ccccc1
3) CCc1ccc(NC(=S)N(CCCN2CCOCC2)Cc2ccco2)cc1
4) O=C(Nc1nccs1)c1ccc(-c2ccc(Cl)cc2)o1
5) O=C(CSc1nnc(-c2ccccc2)c(-c2ccccc2)n1)N1CCOCC1
6) Cc1oc2c(c1C(=O)NCc1cccnc1)C(=O)c1ccccc1C2=O
7) CCC(C)Sc1cc(C)c(C#N)c2nc3ccccc3n12 (centres undefined)
8) COc1ccc(OCC(=O)Nc2ccc(NC(=O)c3cccs3)c(OC)c2)cc1
compound no.	1	2	3	4	5	6	7	8
GAA glycogen mod	-2%	-4%	-10%	12%	8%	-9%	1%	-23%
TR SRC2 fluor cs	-10%	-3%	0%	-1%	1%	0%	-3%[53 µM]	-3%
L3MBTL1 block	.	.	16%	-19%	.	1%	30%[activator]	-9%
GAA spleen mod	-6%	-6%	-3%	-8%	4%	0%	-5%	12%
TRb-SRC2 inh	?	4%	2%	1%	-6%	1%	5%[53 µM]	2%
GAA inh	-5%	-14%	5%	10%	0%	.	-2%	-5%
RECQ1 helicase	-19%	-5%	-2%	i	-5%	-29%	-14%	-1%
RGS12 GoLoco inh	1%	21%	-1%	22%	0%	2%	12%	7%

9) CCCOC(=O)c1ccc(NC(=O)c2cn(CC)c3nc(C)ccc3c2=O)cc1
10) CCOc1ccc(N(CC(=O)NCCSc2ccccn2)S(C)(=O)=O)cc1
11) COc1ccccc1NC(=O)Cn1c(O)c(N=NC(=O)c2ccccc2O)c2ccccc21
12) CCN1CCc2c(sc(N)c2C(N)=O)C1
13) C[C@@]12CCC(=O)C=C1C=CC1C2CC[C@]2(C)C1CC[C@@]21CCC(=O)O1 (some centres undefined)
14) COc1cccc(-n2c(SCC(=O)NC3CCCCC3)nc3n[nH]c(C)c3c2=N)c1
15) O=c1ccc(/C=C/c2ccccc2)nn1Cc1ccccc1
16) COc1ccc(-n2cnc3sc(-c4ccccc4)cc3c2=O)cc1
compound no.	9	10	11	12	13	14	15	16
GAA glycogen mod	-3%	2%	9%	?	.	4%	-2%	14%
TR SRC2 fluor cs	2%	-1%	-11%	3%	1%	-1%	-2%	-2%
L3MBTL1 block	3%	3%	3%	11%	.	28%	.	2%
GAA spleen mod	-16%	-1%	-1%	9%	10%	-3%	0%	-8%
TRb-SRC2 inh	8%	-8%	15%	-11%	-7%	-17%	-5%	-12%
GAA inh	2%	-4%	-3%	-3%	.	?	0%	2%
RECQ1 helicase	i	2%	i	-12%	i	i	-6%	-9%
RGS12 GoLoco inh	-4%	11%	27%	14%	-1%	10%	9%	-4%

17) CCC1=NN(C(=O)CCc2ccccc2O)C(O)(C(F)(F)F)C1 (centres undefined)
18) CN(C)/N=C/c1ccc(P(c2ccc(/C=N/N(C)C)o2)c2ccc(/C=N/N(C)C)o2)o1
19) COc1cc(C(=O)NC2=NCCS2)ccc1OCc1c(C)noc1C
20) COCCSc1nnc(NC(=O)Cc2ccc(OC)c(OC)c2)s1
21) O=C(COc1ccc(C(=O)c2ccccc2)cc1)NCC(=O)Nc1ccccc1Br
22) CCOc1ccc(-n2c(=O)c3sccc3n(CC(=O)NCCc3ccc(OC)c(OC)c3)c2=O)cc1
23) CCOc1ccc(N(CC(=O)N2CCN(c3ccccc3)CC2)S(=O)(=O)c2c(C)noc2C)cc1
24) N#Cc1ccc(S(=O)(=O)N2CCN(c3ncccn3)CC2)cc1
compound no.	17	18	19	20	21	22	23	24
GAA glycogen mod	-3%	-23%	1%	1%	-2%	3%	7%	-6%
TR SRC2 fluor cs	-9%	0%	-1%	0%	1%	0%	1%	-3%
L3MBTL1 block	8%	-14%	0%	7%	0%	.	.	62%[activator]
GAA spleen mod	-15%	2%	-2%	5%	6%	-17%	-4%	-1%
TRb-SRC2 inh	9%	-3%	1%	-3%	-9%	-11%	5%	-6%
GAA inh	0%	-7%	-5%	8%	-1%	5%	-4%	?
RECQ1 helicase	-6%	i	-17%	-2%	-9%	8%	-7%	-7%
RGS12 GoLoco inh	-1%	11%	0%	7%	10%	1%	3%	-1%

Not a retest: entries from further up.
22) CCOc1ccc(-n2c(=O)c3sccc3n(CC(=O)NCCc3ccc(OC)c(OC)c3)c2=O)cc1
23) CCOc1ccc(N(CC(=O)N2CCN(c3ccccc3)CC2)S(=O)(=O)c2c(C)noc2C)cc1
24) N#Cc1ccc(S(=O)(=O)N2CCN(c3ncccn3)CC2)cc1
compound no.	22	23	24
GAA glycogen mod	3%	7%	-6%
TR SRC2 fluor cs	0%	1%	-3%
L3MBTL1 block	.	.	62%[activator]
GAA spleen mod	-17%	-4%	-1%
TRb-SRC2 inh	-11%	5%	-6%
GAA inh	5%	-4%	?
RECQ1 helicase	8%	-7%	-7%
RGS12 GoLoco inh	1%	3%	-1%

The list continues.
25) CCc1ccn2cc(-c3ccc4c(c3)OCO4)nc2c1
26) COCOc1cc(OC)ccc1C(=O)/C=C/c1ccc2c(c1)OCO2
27) CCC1=Nc2cc(C(=O)NCc3ccco3)ccc2Sc2ccccc21
28) Cc1nc(N2CCOCC2)c2nc(-c3ccccc3)n(CCCN3CCOCC3)c2n1
29) CCOC(=O)c1ccc(NC(=O)CNS(=O)(=O)c2ccccc2)cc1
30) CC(C)c1cc(C(=O)O)c2cnn(C(C)C)c2n1
31) CC(=O)c1ccc(OC2C=CC(c3ccc(Cl)cc3)OC2CO)cc1 (centres undefined)
32) CCOC(=O)Cn1cc(-c2ccccc2)nn1
compound no.	25	26	27	28	29	30	31	32
GAA glycogen mod	-1%	.	-4%	.	1%	1%	.	-2%
TR SRC2 fluor cs	-4%	1%&-1%	0%	-2%	0%	-1%	-2%[11.2 µM]	-1%
L3MBTL1 block	-20%	.	-14%	.	2%	-3%	.	2%
GAA spleen mod	-10%	-7%&3%	-5%	3%	0%	10%	-3%[17.4 µM]	0%
TRb-SRC2 inh	3%	7%&-4%	18%	4%	-23%	2%	6%[11.2 µM]	1%
GAA inh	.	.	-4%	.	1%	.	.	0%
RECQ1 helicase	10%	0%&0%	1%	i	-13%	1%	i[11.5 µM]	-4%
RGS12 GoLoco inh	-2%	-1%&3%	18%	5%	6%	3%	.	11%

33) CCOC(=O)c1c(NC(=O)CC2SC(N)=NC2=O)sc2c1CCCC2 (centres undefined)
34) Cc1ccc(-c2nnc(SCC(=O)O)n2N)cc1
35) COCCn1c(COc2ccc(C)cc2)nc2ccccc21
36) Cc1cc2n(c(=O)c1C#N)CCCN2c1ccccc1
37) C/C=C(/C)C(=O)OC1Cc2c(ccc3ccc(=O)oc23)OC1(C)C (centres undefined)
38) CCC(=O)OCCNc1cc(Sc2nccn2C)c2nonc2c1[N+](=O)[O-]
39) CCN(CC)CCNc1ccc(CO)c2sc3ccccc3c(=O)c12
40) CCOC(=O)C1C(c2cccc(F)c2)NC(=S)NC1(O)C(F)(F)F (centres undefined)
compound no.	33	34	35	36	37	38	39	40
GAA glycogen mod	-2%	-12%	-1%	2%	1%	8%	4%	8%
TR SRC2 fluor cs	-3%	-2%	-1%	-1%	3%&-1%	0%	-1%	1%
L3MBTL1 block	-3%	0%	6%	7%	.	-4%	-2%	8%
GAA spleen mod	1%	1%	4%	-7%	-8%&-4%	-2%	-14%	-13%
TRb-SRC2 inh	1%	-3%	-25%	1%	-1%&0%	-8%	-4%	-1%
GAA inh	?	1%	-10%	2%	.	-1%	?	4%
RECQ1 helicase	-8%	0%	-19%	0%	-8%	-7%	-1%	-11%
RGS12 GoLoco inh	-3%	1%	-1%	1%	7%&-4%	-6%	2%	5%

41) S=C(NCc1ccco1)Nc1ccccc1Cl
42) Cc1ccnc(N/C=C(/NC(=O)c2ccccc2)C(=O)N/N=C\c2ccc(F)cc2)n1
43) COc1ccc(OC)c(Cc2nnc(CCC(=O)NC3C4CC5CC(C4)CC3C5)o2)c1 (centres undefined)
44) CCCC(=O)Nc1sc(C)c(-c2ccc(OC)cc2)c1C#N
45) NNC(=S)Nc1cccc(Cl)c1
46) CCn1c(SCC(=O)N/N=C/c2ccc(C)o2)nnc1-c1ccc(C)cc1
47) CCOC(=O)/C(C#N)=C1/SC(CC)C(=O)N1c1ccc(Br)cc1 (centres undefined)
48) CCN(CC)c1ccc(/C=N/N2C(=O)c3ccccc3C2=O)c(O)c1
49) COc1ccc2[nH]cc(CC(N)C(=O)O)c2c1 (centres undefined)
compound no.	41	42	43	44	45	46	47	48	49
GAA glycogen mod	-4%	5%	1%	11%	-29%	-15%	?	-1%	.
TR SRC2 fluor cs	5%	0%	-1%	3%	0%	-42%	2%	0%	0%&-4%
L3MBTL1 block	-3%	.	20%	-4%	-5%	0%	-4%	33%[activator]	.
GAA spleen mod	-9%	1%	1%	5%	-2%	-5%	-5%	-6%	1%&-12%
TRb-SRC2 inh	0%	-12%	-9%	-9%	-2%	3%	-14%	-9%	-3%&-8%
GAA inh	1%	-4%	5%	3%	.	-3%	3%	-4%	.
RECQ1 helicase	-6%	i	i	-4%	-7%	-9%	i	-10%	7%&-1%
RGS12 GoLoco inh	8%	7%	1%	10%	4%	-4%	16%	-5%	-6%&-3%
